Screening data deposited in PubChem BioAssay by National Center for Advancing Translational Sciences (NCATS).
AmpC inh detg = qHTS Inhibitors of AmpC Beta-Lactamase (assay with detergent); AmpC hydrolysis of nitrocefin, absorbance 480 nm, 0.01% Triton; Potency, µM (top dose mostly 114 µM), for the others: at the highest dose activity change, negative = inhibition, most hits filed as inhibitors; P00811; actives 0.041% (n = 370,000); AID 485294, 2010;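 also: potency is read from the fitted curve at half-maximal effect; 0% = no-compound wells and -100% = no-enzyme wells; nearly all actives have a fitted effect of over 25% in size; some results filed as inactive show a strong effect at the top dose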
Target sequence (P00811 whole entry, looked up): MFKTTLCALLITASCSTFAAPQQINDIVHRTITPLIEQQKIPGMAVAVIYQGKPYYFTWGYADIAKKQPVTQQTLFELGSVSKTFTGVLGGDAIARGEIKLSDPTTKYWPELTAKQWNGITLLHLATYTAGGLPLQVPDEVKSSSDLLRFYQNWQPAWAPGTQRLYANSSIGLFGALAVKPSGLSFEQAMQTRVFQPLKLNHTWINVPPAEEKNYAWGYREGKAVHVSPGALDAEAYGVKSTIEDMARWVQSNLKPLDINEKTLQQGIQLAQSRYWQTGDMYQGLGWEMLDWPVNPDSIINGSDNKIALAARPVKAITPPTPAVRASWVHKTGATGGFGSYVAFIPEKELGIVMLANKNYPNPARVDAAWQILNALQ
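AmpC (5.3 nM in the dispensed reagent) in 20 mM phosphate pH 7.0 with 0.01% (detergent screen) or 0.0001% Triton X-100 was preincubated with compounds for 15 min at room temperature. Nitrocefin was then added from an 800 uM solution, and hydrolysis was followed at 480 nm.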
AMA1 RON2 block = qHTS for Inhibitors of AMA1-RON; Towards Development of Antimalarial Drug Lead: Primary Screen; AID 720542, 2013; AlphaScreen AMA1-biotinylated RON2 peptide binding; Potency, µM (top dose mostly 58.2 µM), for inactives: at the top dose activity change, negative = inhibition, usual class: inhibitors; actives 0.2% (n = 360,000);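 also: potency is read from the fitted curve at half-maximal effect; 0% = vehicle wells and -100% = peptide control; nearly all actives have a fitted effect of over 45% in size; some results filed as inactive show a strong effect at the top dose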
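AMA1 (3D7) with his tag at 25 nM final met compounds first, then biotinylated RON2 peptide at 25 nM; detection used donor plus acceptor beads, 10 µg/mL apiece, read by AlphaScreen after 30 min at room temperature.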
HCV inh = qHTS Assay for Inhibitors of Hepatitis C Virus (HCV); Huh7.5.1 HCVcc-Cre infection, luciferase reporter, 44 h; actives 3.4% (n = 340,000); Potency, µM (titrated, usually from 41.8 µM), for inactives: at the top dose activity change, negative = inhibition, most hits filed as inhibitors; AID 651820, 2012; also: potency is read from the fitted curve at half-maximal effect
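Cells (1,000/well) were plated 4 h before compound, then infected with HCVcc-Cre virus (~0.5 moi). After 44 h further culture, infection was read as luciferase luminescence following a 15 min substrate incubation at room temperature.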
HCMV antiviral = qHTS Assay for inhibitors of the human cytomegalovirus (HCMV); HFF cells, HCMV-luciferase reporter, 72 h; active compounds read low; activity change, negative = inhibition, % at 57.5 µM; actives 4.5% (n = 410,000); AID 1259415, 2018; in the data active = activity change below about -60%; inconclusive = no clear call, values can overlap the other calls; inactive = above about -39%
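Human foreskin fibroblasts infected with luciferase-reporter HCMV at MOI 1 PFU/cell, compounds at two doses. Luciferase measured 72 h post infection; normalized to buffer-only basal and Salinomycin (10uM) controls.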
Sm TGR block = qHTS Assay for the Inhibitors of Schistosoma Mansoni Peroxiredoxins | Schistosoma mansoni thioredoxin glutathione reductase (TGR), Q962Y6 | purified TGR, DTNB reduction, TNB absorbance 405 nm | Potency, µM (titrated, usually from 114 µM), inactives show at the top dose activity change, negative = inhibition, usual class: inhibitors | actives 3% (n = 360,000); also: potency is read from the fitted curve at half-maximal effect; nearly all actives have a fitted effect of over 60% in size
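TGR 20 nM + NADPH 100 uM (dispensed conc.), cpd preinc 15 min RT; start with NADPH (500 uM addition) then DTNB (15 mM addition). Kinetic TNB absorbance, 405 nm filter. Four-parameter Hill fit across titration.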
FBPA Giardia inh = qHTS Assay for Inhibitors of Fructose-1,6-bisphosphate Aldolase from Giardia Lamblia; A8B2U2; purified Giardia FBPA; Potency, µM (titrated, usually from 59.6 µM), for inactives: at the highest dose activity, negative = inhibition, actives largely listed as inhibitors; actives 0.71% (n = 290,000); AID 2451, 2010; also: potency is read from the fitted curve at half-maximal effect; nearly all actives have a fitted effect of over 55% in size
Target sequence (A8B2U2 whole entry, looked up): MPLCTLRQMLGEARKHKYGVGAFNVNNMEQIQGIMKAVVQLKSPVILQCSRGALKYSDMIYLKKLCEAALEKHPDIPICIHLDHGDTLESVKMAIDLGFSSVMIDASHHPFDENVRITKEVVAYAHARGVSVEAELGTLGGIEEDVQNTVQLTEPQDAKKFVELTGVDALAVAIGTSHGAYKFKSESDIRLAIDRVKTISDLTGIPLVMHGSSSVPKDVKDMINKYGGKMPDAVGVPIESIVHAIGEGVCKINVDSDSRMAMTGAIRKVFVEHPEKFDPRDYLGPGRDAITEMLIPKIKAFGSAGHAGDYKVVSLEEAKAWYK
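Giardia FBPA (40 nM reagent) was preincubated 10 min at RT with compound (up to 57.5 uM final), then substrate plus GAPDH/TPI/NAD/arsenate coupling system with diaphorase/resazurin was added; resorufin fluorescence (525/598 nm) was read after 20 min.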
Numbers without * were called inactive; u = inconclusive; x = not tested or not shown; [ ] = remark or other dose. Unless noted, calls follow the shape of the dose curve; as a rule, active = well fitted curve in the direction sought with a large enough effect; inconclusive = small, poorly fitted or top-dose-only effect, or another doubt; inactive = no such curve, though single readings can be large; an effect the other way counts as inactive or inconclusive. Unless noted, % is scaled to controls: 0 for no effect and ±100 for the full control effect.

| canonical_smiles | AmpC inh detg | AMA1 RON2 block | HCV inh | HCMV antiviral | Sm TGR block | FBPA Giardia inh |
| --- | --- | --- | --- | --- | --- | --- |
| Oc1ccc(-c2cc(-c3ccc(O)cc3)nc(-c3ccccc3)n2)cc1 | -2.0% | 5.8% | u | -20.8 | 4.3% | -8.5% |
| CC(C)Cc1csc(NC(=O)c2ccccc2Cl)c1C(=O)O | -5.9% | 13.5% | 2.8% | 5.9 | -6.6% | -12.7% |
| O=C(NCc1ccco1)c1cc([N+](=O)[O-])cc([N+](=O)[O-])c1 | u | 4.9% | -8.9% | 13.6 | -9.2% | 0.8% |
| CCCCN1C(=O)/C(=C2/Sc3ccccc3N2C)S/C1=N\c1ncn[nH]1 | 2.9% | 16.1% | -14.1% | -78.4* | 55.4%[activator] | -1.4% |
| O=C(OCc1ccc(Cl)cc1)c1ccccc1C(=O)c1ccccc1 | -14.2% | 24.8% | -22.6% | -18.8 | -12.5% | x |
| O=C(/C(C=Nc1cccc(C(F)(F)F)c1)=C(/O)c1ccco1)C(F)(F)F | -1.8% | -1.4% | -7.9% | 65.4 | 4.1% | -0.9% |
| CCOc1ccccc1Oc1coc2cc(OC(=O)c3ccco3)ccc2c1=O | -10.2% | -17.7% | 13.5% | 9.4 | -8.0% | 0.3% |
| CCCCc1ccc(NC(=O)CSc2nc(=O)n3cc(C)ccc3n2)cc1 | -13.4% | -9.1% | 15.1% | -66.5* | 7.3% | x |
| COc1ccc(S(=O)(=O)N2CCCC2CNC(=O)C(=O)NCc2ccccc2)cc1 (stereo not given) | u | 9.3% | u | -18.5 | 2.9% | x |
| C=CCN=c1scc(-c2ccc(F)cc2)n1/N=C/c1ccccn1 | -6.4% | u | u | -85.3* | -15.1% | -0.4% |
| Cc1cccc(-n2ccnc2SCC(=O)Nc2cccc3ccccc23)c1 | 9.6% | x | x | -22.7 | 13.4% | x |
| CCOC(=O)c1c(N/C=C(\C#N)c2nc(-c3ccc(OC(C)=O)cc3)cs2)sc2c1CCC2 | x | -8.6% | 14.1% | -24.8 | x | x |
| O=C(N/N=C/c1ccncc1)c1cccs1 | -15.0% | 12.1% | 15.3% | x | 2.3% | 2.0% |
| CSc1nnc(C(C)(C)C)c(=O)n1/N=C/c1c(O)ccc2ccccc12 | -9.0% | 116.1%[activator] | 1.4% | -23.3 | -1.5% | -8.8% |
| S=c1[nH]c2cc(Cl)c3cccnc3c2o1 | -10.0% | 26.7% | 2.3% | 0.7 | -32.6% | 3.55µM* |
| COc1cccc(C(=O)CSc2nnc(CNc3nc(-c4ccccc4)cs3)n2C)c1 | -0.8% | 5.1% | -6.1% | 16.0 | -7.8% | -0.3% |
| O=C1CCC(C(=O)Nc2cccc(S(=O)(=O)N3CCOCC3)c2)N1 (stereo not given) | -13.4% | -9.2% | 12.8% | 22.6 | 3.1% | -0.7% |
| CC[C@@]1(O)C(=O)OCc2c1cc1n(c2=O)Cc2cc3c(CN(C)C)c(O)ccc3nc2-1 | x | u | u | -97.3* | x | -14.7% |
| CCc1ccccc1N(C)C(=O)C1CCCN(c2ncnc3c2nc2n3CCCCC2)C1 (stereo not given) | 18.6% | x | x | -2.7 | -2.5% | x |
| CC1CCC2(CC1)NC(=O)N(CC(=O)Nc1ccc3c(c1)OCCO3)C2=O (stereo not given) | -1.6% | -3.3% | 5.3% | 6.1 | -2.8% | 3.6% |
| CN(C)/C=C/C(=O)c1cnc(-c2cccc(Cl)c2)s1 | 5.1% | -23.0% | -7.6% | -5.3 | -12.4% | -0.1% |
| CN(CC(=O)Nc1ccc(S(N)(=O)=O)cc1)C1CCCCC1 | -6.0% | 9.2% | 6.0% | -19.0 | -17.3% | -4.3% |
| CCOC(=O)C1(Cc2ccccc2)CCN(Cc2cccc3c2OCO3)CC1 | -11.3% | -20.9% | -32.6% | u | x | -1.5% |
| CCOc1ccccc1C(=O)NCC(=O)OCCCOC(=O)CNC(=O)c1ccccc1OCC | -12.7% | 0.1% | u | -34.7 | -2.5% | x |
| CCCN(C(=O)c1cccc(-n2cccc2)c1)c1c(N)n(Cc2ccccc2)c(=O)[nH]c1=O | -8.9% | u | u | -14.4 | 6.5% | x |
| COC(=O)c1ccsc1NS(=O)(=O)c1ccccc1 | u | -8.2% | 10.1% | 66.8 | -15.5% | x |
| O=C(Cn1ncc2ccsc2c1=O)N1CCN(c2ccc(Cl)cc2)CC1 | 13.6% | x | x | -39.6 | -0.1% | x |
| O=C(COC(=O)c1cncc(Br)c1)NCc1ccco1 | -1.8% | -15.7% | 12.7% | 28.0 | 25.1µM* | -22.0% |
| CN(C)S(=O)(=O)c1ccc(C(=O)Nc2nnc(SCC(=O)NCC3CCCO3)s2)cc1 (stereo not given) | -0.9% | -4.2% | 7.9% | 51.1 | -8.7% | x |
| CCOC(=O)N1CCN(C(=O)c2cc(-n3cnnc3)ccc2Cl)CC1 | -2.6% | -4.9% | -2.3% | 25.8 | 5.8% | 1.1% |
| O=C(N/N=C\C=C\c1ccc2c(c1)OCO2)C1COc2cc3ccccc3cc2O1 (stereo not given) | -5.4% | 1.3% | 10.8% | -13.6 | 4.1% | 2.0% |
| CC(=O)Nc1cccc(C(=O)OCc2ccc([N+](=O)[O-])cc2)c1 | 0.5% | -2.0% | -21.7% | 25.0 | 49.7%[activator] | 5.7% |
| Cc1ccc(-n2c(SCC(=O)O)nc3sc4c(c3c2=O)CC(C)(C)SC4)cc1 | x | 0.0% | 6.5% | -29.1 | x | x |
| CCn1ccnc1CN(C)Cc1cn[nH]c1-c1ccc(F)cc1F | 1.0% | 54.1%[activator] | -11.0% | u | 1.4%[57.1 µM] | 2.7% |
| O=C(CCCOc1ccccc1)NNC(=O)c1ccc(Cl)cc1 | x | 42.4%[activator] | 22.7% | 14.0 | x | x |
| CC(=O)Oc1ccc(C2OC(=O)c3ccccc3N2C(C)=O)cc1 (stereo not given) | -7.0% | -2.5% | 13.3% | 17.0 | 9.9% | 0.8% |
| Cc1cc(C)n2nc(SC(C)C(=O)N3CCOCC3)nc2n1 (stereo not given) | -3.3% | -10.6% | 25.1% | -8.7 | 4.7% | x |
| COc1cccc(C(=O)OCC(=O)NC(C)CCc2ccccc2)c1O (stereo not given) | -7.0% | 14.8% | 6.1% | 1.1 | -21.8% | -1.5% |
| CCOCCCNC(=O)c1cc(-c2cccnc2)nc2ccc(S(=O)(=O)N3CCC(C)CC3)cc12 | -0.4% | -4.0% | 12.3% | x | 8.7% | x |
| CC(C)(C)c1cc(C(=O)NCCCn2ccnc2)cc(C(C)(C)C)c1 | -2.9% | 22.8% | -21.4% | 5.4 | 0.0% | 5.3% |

Reformatted with two lines to a compound: part of the list above.
Fields: AmpC inh detg | AMA1 RON2 block | HCV inh | HCMV antiviral | Sm TGR block | FBPA Giardia inh
- Cc1ccc(-n2c(SCC(=O)O)nc3sc4c(c3c2=O)CC(C)(C)SC4)cc1
    x | 0.0% | 6.5% | -29.1 | x | x
- CCn1ccnc1CN(C)Cc1cn[nH]c1-c1ccc(F)cc1F
    1.0% | 54.1%[activator] | -11.0% | u | 1.4%[57.1 µM] | 2.7%

Further structures.
| canonical_smiles | AmpC inh detg | AMA1 RON2 block | HCV inh | HCMV antiviral | Sm TGR block | FBPA Giardia inh |
| --- | --- | --- | --- | --- | --- | --- |
| COc1ccccc1-c1c(C(F)(F)F)oc2c(CN(C)C)c(O)ccc2c1=O | 2.6% | -3.3% | 3.0% | 9.3 | 1.4% | 4.6% |
| Cc1nc(SCc2ccccc2F)c2cnn(-c3ccccc3)c2n1 | -5.1% | x | x | x | -0.6% | -4.4% |
| O=C(CCN1C(=O)C2CCCCC2C1=O)N1CCN(S(=O)(=O)c2cccc(F)c2)CC1 (stereo not given) | 1.0% | 5.0% | 1.9% | -5.8 | 56.2µM* | x |
| CCN(CC)CC(=O)Nc1c(C#N)cnn1-c1ccccc1 | -8.4% | 58.1%[activator] | 22.1% | 64.2 | 8.5% | -1.0% |
| Cc1cc(NC(=O)CSc2nc(=O)n(CCN(C)C)c3c2CCCC3)no1 | u | -0.5% | 14.3% | 19.9 | 1.8% | x |
| FC(F)(F)c1ccccc1CNCc1ccncc1 | -16.1% | -6.9% | 23.6% | -25.2 | -2.2% | u |
| O=C(/C=C/c1ccc(S(=O)(=O)N2CCOCC2)cc1)NC(=S)Nc1ccc(N2CCOCC2)cc1 | u | -13.2% | -1.7% | -32.6 | -15.1% | -0.3% |
| C[C@H](CO)N1C[C@H](C)[C@H](CN(C)S(=O)(=O)c2cccs2)Oc2ccc(NC(=O)Nc3ccc4c(c3)OCO4)cc2CC1=O | x | u | -4.1% | -69.0* | x | x |
| COc1cccc(-c2nnn(CCC(=O)O)n2)c1 | -14.2% | -8.6% | 16.4% | 33.5 | -10.2% | 11.7% |
| O=C1CSC(c2ccc([N+](=O)[O-])cc2)N1Cc1ccccc1 (stereo not given) | -9.0% | 0.0% | -0.1% | 5.8 | -5.4% | 0.1% |
| CC(C)n1c(SCC(=O)NC2CCCCC2)nnc1-c1ccco1 | -7.2% | -2.7% | 19.0% | -34.0 | -34.7% | 5.3% |
| CN1CCC(NC(=S)NC2CC2)CC1 | -0.6% | -10.3% | 5.3% | 0.0 | 1.3% | 0.5% |
| C=C(C)COc1ccc2c(c1)CCC1C2CCC2(C)C(=O)C(=NO)CC12 (stereo not given) | x | -0.7% | u | 33.3 | x | x |
| CN(C)CCNC(=O)c1ccc(COc2ccc(Cl)cc2Cl)cc1 | 3.1% | -4.7% | 7.94µM* | 51.2 | 5.2% | 3.5% |
| CCC(C)NC(=O)COC(=O)c1csc2c1CCCC2 (stereo not given) | -15.1% | 0.0% | 16.3% | -12.4 | -6.9% | 0.6% |
| CN(C(=O)c1ccnn1C)C1CCCN(Cc2ccccc2F)C1 (stereo not given) | -12.9% | -3.6% | -0.4% | -35.3 | -0.9% | x |
| CCCCC1CCC(c2nc(-c3ccccn3)no2)CC1 (stereo not given) | -13.5% | 22.6% | u | -7.4 | -2.5% | 4.5% |
| CCc1cccc(C)c1NC(=O)c1cccc(C(=O)Nc2c(C)cccc2CC)c1 | -6.6% | x | x | -15.6 | 1.1% | x |

Six compounds from above, reduced to HCMV antiviral, AMA1 RON2 block and Sm TGR block.
structure	HCMV antiviral	AMA1 RON2 block	Sm TGR block
CCC(C)NC(=O)COC(=O)c1csc2c1CCCC2 (stereo not given)	-12.4	0.0%	-6.9%
CN(C)CCNC(=O)c1ccc(COc2ccc(Cl)cc2Cl)cc1	51.2	-4.7%	5.2%
CC(C)n1c(SCC(=O)NC2CCCCC2)nnc1-c1ccco1	-34.0	-2.7%	-34.7%
CCc1cccc(C)c1NC(=O)c1cccc(C(=O)Nc2c(C)cccc2CC)c1	-15.6	x	1.1%
COc1cccc(-c2nnn(CCC(=O)O)n2)c1	33.5	-8.6%	-10.2%
CN1CCC(NC(=S)NC2CC2)CC1	0.0	-10.3%	1.3%
